Screening results (PubChem)
EPAC2 ag – EPAC2 (human) agonism. EPAC2 activation, biochemical qHTS; response scale: 100% = 6.5 mM cAMP response. Potency, µM (titrated, usually from 154 µM), for the others: at the top dose activation, most hits filed as activators. 360,000 compounds, 0.079% hits; further: potency means the concentration at half of the fitted maximal effect; nearly all actives have a fitted effect of over 50% in size
Target sequence (Q8WZA2 whole entry, looked up): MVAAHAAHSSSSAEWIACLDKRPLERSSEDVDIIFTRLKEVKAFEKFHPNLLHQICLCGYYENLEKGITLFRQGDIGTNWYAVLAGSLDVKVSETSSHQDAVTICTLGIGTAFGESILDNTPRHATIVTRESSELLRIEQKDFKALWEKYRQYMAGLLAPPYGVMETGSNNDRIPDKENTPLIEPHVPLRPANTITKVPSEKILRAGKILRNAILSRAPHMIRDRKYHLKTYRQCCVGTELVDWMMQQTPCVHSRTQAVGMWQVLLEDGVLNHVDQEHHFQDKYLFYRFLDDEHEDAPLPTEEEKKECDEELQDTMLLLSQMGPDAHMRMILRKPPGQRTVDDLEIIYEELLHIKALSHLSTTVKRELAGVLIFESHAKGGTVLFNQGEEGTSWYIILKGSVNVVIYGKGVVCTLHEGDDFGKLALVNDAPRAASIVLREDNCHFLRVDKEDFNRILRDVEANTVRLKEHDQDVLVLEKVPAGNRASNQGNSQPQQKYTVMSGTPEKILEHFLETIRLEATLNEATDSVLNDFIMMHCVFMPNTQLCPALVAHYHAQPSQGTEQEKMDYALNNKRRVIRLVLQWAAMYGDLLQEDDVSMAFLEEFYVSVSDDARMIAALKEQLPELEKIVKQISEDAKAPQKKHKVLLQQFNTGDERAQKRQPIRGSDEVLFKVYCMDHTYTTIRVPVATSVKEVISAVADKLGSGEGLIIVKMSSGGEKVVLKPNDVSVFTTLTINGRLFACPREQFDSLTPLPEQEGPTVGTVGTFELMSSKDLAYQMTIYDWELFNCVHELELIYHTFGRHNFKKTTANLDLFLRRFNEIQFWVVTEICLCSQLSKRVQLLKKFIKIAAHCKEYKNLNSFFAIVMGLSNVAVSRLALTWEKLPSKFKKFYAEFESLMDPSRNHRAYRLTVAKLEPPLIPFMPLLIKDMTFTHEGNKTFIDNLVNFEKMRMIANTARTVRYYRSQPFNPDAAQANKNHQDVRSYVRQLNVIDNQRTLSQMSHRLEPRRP
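qHTS, titration series. 100 nM EPAC2 / 250 nM Rap1B-BODIPY-GDP / 50 uM GDP; RT; ex 480/em 540 nm, 5-min reads to 30 min. Norm. to 6.5 mM cAMP = activation.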
ATXN viability – viability counter-screen for ATXN expression inhibitors; 400,000 compounds, 0.49% hits; S2 cells (HEK-293 line with an ATXN2-luciferase reporter) viability, CellTiter-Fluor protease fluorescence, 24 h; Potency, µM (doses to about 56.7 µM), actives largely listed as cytotoxic; further: potency means the concentration at half of the fitted maximal effect; nearly all actives have a fitted effect of over 40% in size
HepG2 tox – counter-screen for TGF-b inhibitors: cytotoxicity in HepG2 cells | Potency, µM (series often up to 46.1 µM), for inactives: at the highest dose activity change, negative = cytotoxicity, hits mostly cytotoxic | HepG2 CAGA-GFP viability, ATP luminescence, 18 h | 410,000 compounds, 0.76% hits; further: potency means the concentration at half of the fitted maximal effect; some results filed as inactive show a strong effect at the top dose
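HepG2 CAGA-GFP cells (1000/well, DMEM with 1% FBS) received compound, then TGF-beta at 500 pg/mL final, and were incubated 18 hours at 37 degrees C. Viability was read by CellTiter-Glo luminescence. Media-only wells were set as complete cell-killing and DMSO as no toxicity.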
Nrf2 activator – Nrf2 pathway activation | AREc32 ARE-luciferase reporter (MCF7-derived line), luminescence, 24 h | Potency, µM (top dose mostly 46.1 µM), for inactives: at the highest dose activation, hits mostly activators | 410,000 compounds, 0.31% hits; further: potency means the concentration at half of the fitted maximal effect; % of control where 0% means no effect; nearly all actives have a fitted effect of over 65% in size
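Luciferase luminescence (Steady-Glo, 30 min at room temperature) served as the read-out of ARE activation in AREc32 cells treated with compounds for 24 hr at 37 deg C.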
ATXN2 expr inh – inhibitors of ATXN2 expression. HEK-293 ATXN2-luciferase reporter, luminescence, 24 h. Potency, µM (top dose mostly 57 µM), for inactives: at the highest dose activity change, negative = inhibition, most hits filed as inhibitors. 360,000 compounds, 0.72% hits; further: potency means the concentration at half of the fitted maximal effect; on the % scale 0 is the no-effect control and ±100 the full control effect; nearly all actives have a fitted effect of over 55% in size
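ATXN2-luciferase reporter cells (luciferase flanked by upstream and downstream ATXN2 gene portions) were treated 24 h at 37 °C with compounds at up to 57 uM. SteadyGlo luminescence gave expression; GF-AFC fluorescence gave viability.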
Nrf2 inh – blocks Nrf2 signaling. A549 ARE-Fluc reporter, luciferase luminescence, 18-24 h. Potency, µM (titrated, usually from 46 µM), for the others: top-dose activity change, negative = inhibition, actives largely listed as inhibitors. 360,000 compounds, 2.1% hits; further: potency means the concentration at half of the fitted maximal effect; on the % scale 0 is the no-effect control and ±100 the full control effect; nearly all actives have a fitted effect of over 60% in size
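Cells were seeded and rested 2 h, then exposed to compounds for 18-24 h. CellTiter-Fluor was read first as a viability measure. BugLite was added 15 min before the final luminescent read of ARE-luciferase activity in A549 cells.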
IL-2 act – activates IL-2 in a cell-based reporter assay. IL-2 activation reporter assay, cell-based qHTS; stimulated with anti-CD3/CD4/CD28 beads; in transgenic mouse T cells. activation, % (series mostly up to about 46 µM). 360,000 compounds, 0.065% hits; in the data active means activation above about 50%; inconclusive means mostly about 30% to 49%; further: 0% is about no effect
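Unstimulated transgenic mouse T cells preincubated 60 min with compound, then stimulated with anti-CD3/anti-CD4-coated beads plus anti-CD28 for 18 h at 37 degrees C. IL-2 response read as EGFP and DsRed fluorescence by plate cytometry.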
A549 viability – kills or reduces viability of A549 cells in Nrf2 counter-screen; A549 ARE-Fluc cells, CellTiter-Fluor viability, 18-24 h; Potency, µM (doses to about 46 µM), without a hit: at the top dose activity change, negative = cytotoxicity, actives largely listed as inhibitors; 390,000 compounds, 0.16% hits; further: potency means the concentration at half of the fitted maximal effect; on the % scale 0 is the no-effect control and ±100 the full control effect
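Cytotoxicity counterscreen: CellTiter-Fluor fluorescence was measured in A549 ARE_Fluc cells after 18-24 h of compound exposure in a concentration series. The subsequent BugLite luminescent read reports ARE-luciferase activity.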
TGFb inhibitor – TGF-b pathway inhibition | Potency, µM (titrated, usually from 46.1 µM), for inactives: at the top dose activity, negative = inhibition, actives largely listed as inhibitors | HepG2 CAGA-GFP TGF-b/SMAD3 reporter, GFP fluorescence, 18 h; TGF-beta stimulated, 500 pg/mL final | 410,000 compounds, 1.2% hits; further: potency means the concentration at half of the fitted maximal effect; on the % scale 0 is the no-effect control and ±100 the full control effect; nearly all actives have a fitted effect of over 65% in size
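TGF-beta reporter screen: HEPG2 CAGA-GFP, 1% FBS, 500 pg/mL TGF-beta final, 18 h; per-cell GFP summed per well; curves fitted and categorized by class.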
An asterisk follows results filed as active; i = inactive; ? = inconclusive; . = no result given; & = joins results of further samples; [ ] = dose if it differs, or a comment. Unless noted, the call rests on the fitted dose curve; in most records, active means well fitted curve in the direction sought with a large enough effect; inconclusive means small, poorly fitted or top-dose-only effect, or another doubt; inactive means no such curve, though single readings can be large; an effect the other way counts as inactive or inconclusive. These rows are one share of the data, so the mix of outcomes need not match the whole.

SMILES	EPAC2 ag	ATXN viability	HepG2 tox	Nrf2 activator	ATXN2 expr inh	Nrf2 inh	IL-2 act	A549 viability	TGFb inhibitor
CCN(CC)C(=O)c1ccc(NC(=O)Cn2nc(C)c3ccccc3c2=O)cc1	10%	i	9%	-0.1%	5%	-30%	-3.6	11%	-18%
CNC(=S)N1CCn2cccc2C1c1cccnc1 (stereo not given)	10%	i	2%	-0.4%	-8%	6%	0.6	0%	-5%
Cc1ccc2oc(=O)n(CCOc3ccccc3Cl)c2c1	1%	i	-14%	0.6%	-5%	-7%	-0.8	?	2%
COc1ccc(CNCCc2ccc(Cl)cc2)c(OC)c1OC	5%	i	-65%	0.6%	?	-10%	0.8	-12%	-21%
O=C(CCC(=O)N1CCOc2ccc(Cl)cc21)N1CCC2(CC1)OCCO2	0%	i	6%	-0.2%	2%	26%	0.4	0%	9%
Cc1ccccc1N	6%	i	2%	-0.4%	9%	16%	0.2	-2%	-4%
CCN(CC)c1ccc(/C=C2\C(=O)NC(=O)N(Cc3ccco3)C2=O)cc1	6%	i	-4%	2.6%	-13%	0%	-0.4	-3%	-15%
CC12CN3CC(C)(CN(C1)C3c1ccncc1)C2=O (stereo not given)	5%	i	3%	-0.2%	3%	0%	-0.3	-7%	-4%
COc1ccc2[nH]cc(CCN)c2c1	8%	i	-28%	0.3%	2%	-11%	-0.3	9%	9%
COc1ccc(C2N(c3cc(C)on3)C(=O)C3CCCN32)cc1 (stereo not given)	0%	i	4%	0.3%	3%	6%	-1.3	0%	-1%
CS(=O)(=O)c1ccc(C2=C(CNC(=O)c3cccs3)[C@H]3CC[C@@H](C2)N3CCOc2ccccc2)cc1	4%	i	-25%	3.4%	-16%	.	-2.6	.	0%
CCCCCCOc1ccc(CN2CCN(CCO)CC2)cc1	2%	?	-43%	-1.0%	-35%	15%	-2.5	0%	-1%
c1ccc(-c2[nH]c(-c3ccccc3)[n+](CC3CO3)c2-c2ccccc2)cc1 (stereo not given)	14%	i	-27%	2.7%[9.22 µM]	-36%	?	0.2	2%	?
O=S1c2ccccc2-c2ccccc21	1%	i	-5%	-0.9%	.	.	0.1	.	1%
CCC(C)OC(=O)c1c(N)n(Cc2cccs2)c2nc3ccccc3nc12 (stereo not given)	-7%	i	-43%	-0.7%	?	?	-3.8	?	-17%
N#CC(C#N)=Cc1cccnc1	7%	i	-4%	2.1%	-9%	4%	-2.3	-5%	3%
Cc1ccc(C(=O)OCC(=O)NC2CCCCC2)o1	1%	i	-2%	2.8%	5%	11%	-0.8	-7%	?
C=CCn1c(O)c(C(CC)=Nc2ccc3c(c2)CCC3)c(=O)[nH]c1=O	-1%	i	-2%	2.0%	0%	?	0.1	5%	-11%
CC(=O)OC1CC[C@]2(C#N)[C@H]3CC[C@]4(C)[C@H](C5C=CC(=O)O5)CCC4(O)C3CCC2(O)C1 (stereo not given in full)	-3%	?	10µM*	-4.6%	.	5.2µM*	1.4	-15%	-26%
Cc1c(C(=O)NCCC2=CCCCC2)oc2ccc(S(=O)(=O)N3CCC4(CC3)OCCO4)cc12	4%	i	-6%	2.1%	?	7.3µM*	-0.8	-16%	-10%
CCc1c(-c2ccccc2)nc2ccccc2c1C(=O)N1CCC2(CC1)OCCO2	-1%	i	11%	-0.5%	-9%	8%	-3.1	-1%	17%
CCN1C[C@]2(COC)CC[C@H](OC)[C@@]34C1[C@]1(OCO[C@@]15C[C@H](OC)[C@H]1C[C@@H]3[C@@H]5[C@H]1OC)[C@@H](O)[C@H]24	-2%	i	-3%	-0.3%	9%	3%	-0.2	-4%	-2%
Cc1cc(=O)n(-c2ccccc2)n1C	6%	i	3%	0.3%	-9%&7%	?	0.1	-3%	11%
CCc1ccc2nc(N3CCC(C(=O)N4CCC5(CC4)OCCO5)CC3)sc2c1	6%	i	-32%	3.5%	-10%	-15%	-2.6	-5%	-19%
N#CC(C#N)=Cc1ccc(N2CCOCC2)cc1	-12%	i	-6%	6.3%	-14%	-7%	-1.0	-5%	-10%
Cc1ccc(C)c(S(=O)(=O)Nc2ccc3c(c2)CCCN3C(=O)c2cccs2)c1	.	.	-20%	-1.6%	?	.	.	-21%	11µM*
O=C1C2CCN(CC2)C1(CO)CO	12%	?	1%	-0.5%	.	.	-2.0	.	-1%
C[n+]1c(-c2ccccc2)cc(CCCCc2cc(-c3ccccc3)[n+](C)c(-c3ccccc3)c2)cc1-c1ccccc1	19%	i	-22%	0.1%	?	-15%	-3.9	-10%	0%
COc1cccc(CN2CCC(n3nccc3NC(=O)CCOc3ccccc3)CC2)c1O	-1%	i	-40%	0.0%	-18%	?	0.0	-14%	-11%
COc1cccc(CNC(=O)CSc2ccc(-c3ccco3)nn2)c1	12%	i	-17%	?	-22%	4%	-3.6	-12%	2%
O=C(NCc1cccnc1)Nc1ccccc1Cl	2%	i	-11%	-0.2%	7%	5%	-0.4	5%	-14%
Cc1cc(=O)n(-c2ccccc2)n1-c1ccccc1	-9%	i	0%	-0.2%	2%	1%	0.8	-1%	3%
CC1=[N+]([O-])C2(N)CCc3nonc3C2(O)C1 (stereo not given)	6%	i	-11%	0.6%	-5%	26%	-2.8	1%	11%
CCOP(=O)(OCC)C(NC(=O)c1ccc(C)cc1)C(Cl)(Cl)Cl (stereo not given)	-2%	?	-4%	0.1%	1%	4%	3.5	-9%	9%
O=c1[nH]c(=O)n(C2CCCCCC2)c(O)c1C=NCc1ccc(F)cc1	-3%	i	-7%	0.3%	1%	?	-0.6	2%	-6%
CN1CCCC1c1cccnc1 (stereo not given)	4%	i	-35%&5%	-0.5%	0%	1%&17%	1.4	-1%&15%	12%

2 compounds drawn at random from the list so far, as already listed:
SMILES	EPAC2 ag	ATXN viability	HepG2 tox	Nrf2 activator	ATXN2 expr inh	Nrf2 inh	IL-2 act	A549 viability	TGFb inhibitor
Cc1cc(=O)n(-c2ccccc2)n1-c1ccccc1	-9%	i	0%	-0.2%	2%	1%	0.8	-1%	3%
N#CC(C#N)=Cc1ccc(N2CCOCC2)cc1	-12%	i	-6%	6.3%	-14%	-7%	-1.0	-5%	-10%

Next part:
SMILES	EPAC2 ag	ATXN viability	HepG2 tox	Nrf2 activator	ATXN2 expr inh	Nrf2 inh	IL-2 act	A549 viability	TGFb inhibitor
CN1CC(C(=O)c2ccc(Cl)cc2)C(c2ccccc2F)C1 (stereo not given)	13%	i	-15%	2.6%	-30%	-25%	-0.9	-6%	0%
CN1CCc2nc3sc(C(=O)NC(C)(C)C)c(N)c3cc2C1	7%	i	-1%	2.2%	7%	-14%	1.3	6%	-9%
C1=C(c2ccccc2)CCNC1	4%	i	-5%	0.4%	-16%	0%	0.2	2%	8%
COCCN(C(=O)COC(=O)Cc1ccccc1)c1c(N)n(Cc2ccccc2)c(=O)[nH]c1=O	-3%	i	6%	-0.5%	5%	-7%	-2.0	-9%	-6%
CCOC(=O)C1CCCCC12C(C#N)=C(N)Oc1n[nH]c(C)c12 (stereo not given)	-1%	i	-11%	-0.3%	-6%	-8%	1.2	-2%	0%

Filtered by structure: the compounds so far containing sulfur (9)
SMILES	EPAC2 ag	ATXN viability	HepG2 tox	Nrf2 activator	ATXN2 expr inh	Nrf2 inh	IL-2 act	A549 viability	TGFb inhibitor
CNC(=S)N1CCn2cccc2C1c1cccnc1 (stereo not given)	10%	i	2%	-0.4%	-8%	6%	0.6	0%	-5%
CS(=O)(=O)c1ccc(C2=C(CNC(=O)c3cccs3)[C@H]3CC[C@@H](C2)N3CCOc2ccccc2)cc1	4%	i	-25%	3.4%	-16%	.	-2.6	.	0%
O=S1c2ccccc2-c2ccccc21	1%	i	-5%	-0.9%	.	.	0.1	.	1%
CCC(C)OC(=O)c1c(N)n(Cc2cccs2)c2nc3ccccc3nc12 (stereo not given)	-7%	i	-43%	-0.7%	?	?	-3.8	?	-17%
Cc1c(C(=O)NCCC2=CCCCC2)oc2ccc(S(=O)(=O)N3CCC4(CC3)OCCO4)cc12	4%	i	-6%	2.1%	?	7.3µM*	-0.8	-16%	-10%
CCc1ccc2nc(N3CCC(C(=O)N4CCC5(CC4)OCCO5)CC3)sc2c1	6%	i	-32%	3.5%	-10%	-15%	-2.6	-5%	-19%
Cc1ccc(C)c(S(=O)(=O)Nc2ccc3c(c2)CCCN3C(=O)c2cccs2)c1	.	.	-20%	-1.6%	?	.	.	-21%	11µM*
COc1cccc(CNC(=O)CSc2ccc(-c3ccco3)nn2)c1	12%	i	-17%	?	-22%	4%	-3.6	-12%	2%
CN1CCc2nc3sc(C(=O)NC(C)(C)C)c(N)c3cc2C1	7%	i	-1%	2.2%	7%	-14%	1.3	6%	-9%
